Glioma ERSR ind: qHTS for Inducers of the Endoplasmic Reticulum Stress Response (ERSR) in Human Glioma: qHTS. U87-MG GRP78 promoter luciferase reporter, 16 h. Potency, µM, without a hit: at the highest dose activation, most hits filed as activators. 420,000 tested, 0.02% active. AID 602332, 2012; further: potency means the concentration at half of the fitted maximal effect; series mostly up to about 76 µM; % of control where 0% means no effect; nearly all actives have a fitted effect of over 35% in size
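Stably transfected U87-MG human glioma cells carrying a GRP78-based luminescent sensor were seeded at 1000 cells/well, pin-dosed with compounds and incubated 16 h. Luciferase reagent was then added, and end-point luminescence was read after 10 min at room temperature.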
D2 antag: HTS Assay for Allosteric Antagonists of the Human D2 Dopamine Receptor: Primary Screen for Antagonists. inhibition, % at 10 µM. HEK293 TREx D2 cells, calcium flux, dopamine EC80. AID 485344, 2010. D(2) dopamine receptor (Homo sapiens), P14416. 340,000 tested, 2% active; in the data active means inhibition above about 30%; further: 0% is about no effect
Target sequence (P14416 whole entry, looked up): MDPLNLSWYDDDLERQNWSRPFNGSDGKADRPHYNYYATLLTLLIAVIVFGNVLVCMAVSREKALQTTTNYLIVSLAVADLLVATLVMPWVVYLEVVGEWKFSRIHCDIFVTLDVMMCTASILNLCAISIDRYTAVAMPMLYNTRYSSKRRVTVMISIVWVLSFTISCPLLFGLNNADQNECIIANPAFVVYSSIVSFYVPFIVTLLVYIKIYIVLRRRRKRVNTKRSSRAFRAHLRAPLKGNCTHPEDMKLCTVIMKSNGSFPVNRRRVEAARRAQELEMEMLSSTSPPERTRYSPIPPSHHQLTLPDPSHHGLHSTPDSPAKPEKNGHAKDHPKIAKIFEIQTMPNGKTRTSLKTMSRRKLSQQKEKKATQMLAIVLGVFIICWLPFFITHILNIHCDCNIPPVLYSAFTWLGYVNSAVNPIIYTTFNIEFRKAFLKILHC
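Compounds are added to dye-loaded, induced HEK293 T-REx cells coupled to calcium release via D2; after a 3 min kinetic read an EC80 dopamine stimulus is given and fluorescence is recorded for 3 more min.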
ALOX12 inh: Primary qHTS assay for inhibitors of human arachidonate 12S-lipoxygenase (ALOX12): Round 2; Polyunsaturated fatty acid lipoxygenase ALOX12 (Homo sapiens), P18054; purified 12hLO, xylenol orange hydroperoxide absorbance; Potency, µM (doses to about 108 µM), without a hit: at the top dose activity change, negative = inhibition, most hits filed as inhibitors; 580,000 tested, 1.1% active; further: potency means the concentration at half of the fitted maximal effect; on the % scale 0 is the no-effect control and ±100 the full control effect
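Purified human 12hLO at 150 nM in 25 mM Hepes, 0.01% Triton X-100, pH 7.0, preincubated 15 min at room temperature with compound. Reaction started with 40 uM arachidonic acid, 30 min at room temperature. Hydroperoxide measured by Fe-xylenol orange, 573/405 nm absorbance ratio.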
Vif-A3G inh: qHTS for Inhibitors of Vif-A3G Interactions: qHTS. 410,000 tested, 0.076% active. AID 602310, 2012. DNA dC->dU-editing enzyme APOBEC-3G (Homo sapiens), Q9HC16. Potency, µM (highest dose often 46.1 µM), for the others: top-dose activity, negative = active, hits mostly inhibitors. HeLa A3G-eYFP + Vif (tagged APOBEC3G with the HIV-1 protein that degrades it), YFP fluorescence, overnight;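 further: potency means the concentration at half of the fitted maximal effect; on the % scale 0 is the no-effect control and ±100 the full control effect; nearly all actives have a fitted effect of over 60% in size; hits raise eYFP signal because A3G escapes Vif-driven loss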
Target sequence (Q9HC16 whole entry, looked up): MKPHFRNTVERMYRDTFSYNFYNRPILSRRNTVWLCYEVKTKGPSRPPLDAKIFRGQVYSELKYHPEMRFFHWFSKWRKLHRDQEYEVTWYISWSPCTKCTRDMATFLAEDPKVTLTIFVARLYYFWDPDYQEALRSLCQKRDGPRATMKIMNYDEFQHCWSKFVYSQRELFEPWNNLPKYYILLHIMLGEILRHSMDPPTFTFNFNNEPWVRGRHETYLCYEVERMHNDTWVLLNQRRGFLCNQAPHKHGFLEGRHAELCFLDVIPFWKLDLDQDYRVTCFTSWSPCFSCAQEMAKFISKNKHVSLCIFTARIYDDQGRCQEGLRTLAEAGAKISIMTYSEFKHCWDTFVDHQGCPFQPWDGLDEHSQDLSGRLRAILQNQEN
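HeLa cells stably expressing Vif and C-terminally eYFP-tagged A3G, seeded overnight at 37 deg C, then exposed to compound by pintool overnight at 37 deg C. Rise in yellow fluorescence (Ex 488/Em 500-530, Acumen) marks blocked Vif-driven A3G degradation.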
RGS4 inh: Inhibitors of Regulator of G Protein Signaling (RGS) 4: qHTS; Transcreener GDP fluorescence polarization, RGS4-accelerated GTP hydrolysis; 390,000 tested, 0.039% active; Potency, µM (top dose mostly 114 µM), for inactives: at the highest dose activity change, negative = inhibition, most hits filed as inhibitors; further: potency means the concentration at half of the fitted maximal effect; on the % scale 0 is the no-effect control and ±100 the full control effect; nearly all actives have a fitted effect of over 75% in size; some results filed as inactive show a strong effect at the top dose
Target sequence (P49798 whole entry, looked up): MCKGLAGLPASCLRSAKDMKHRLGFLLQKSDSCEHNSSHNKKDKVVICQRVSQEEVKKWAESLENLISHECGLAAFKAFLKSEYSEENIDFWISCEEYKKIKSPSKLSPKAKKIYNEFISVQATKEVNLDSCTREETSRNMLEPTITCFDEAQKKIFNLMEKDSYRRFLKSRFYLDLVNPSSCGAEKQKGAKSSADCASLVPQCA
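MLSMR compounds (23 nl, pin-transferred) preincubated 10 min at room temperature with a 500nM (2x) first reagent, then RGS4 at 900nM (2x) plus Transcreener GDP mix added; fluorescence polarization (620/688 nm) read before and after 90 min at 30 °C.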
ERG-DNA inh: qHTS for Small Molecule Inhibitors of the ERG Ets/DNA interaction; Transcriptional regulator ERG (Homo sapiens), P11308; fluorescence polarization, His-ERG Ets domain / labelled DNA; Potency, µM (top dose mostly 76.9 µM), without a hit: at the top dose FP activity, negative = inhibition, actives largely listed as inhibitors; 370,000 tested, 0.028% active; active means well fitted inhibition curve with a large enough effect in the polarisation, with a control signal flat; inconclusive means small, poorly fitted or top-dose-only effect, or effect the other way, or a change in a side signal; inactive means no such curve, though single readings can be large or run the other way; the % refers to the polarisation;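 further: polarization taken with two DNA probes labelled with fluorescein and Texas red; potency means the concentration at half of the fitted maximal effect; % of control where 0% means no effect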
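His-tagged ERG Ets domain (1 uM in the protein solution; 300mM KCl, 50mM Tris-HCl, 1mM EDTA, 1mM DTT, pH 7.5) received compound, then a probe mix of 5 nM fluorescein-DNA and 100nM Texas-615-DNA. Fluorescence polarization was read for both dyes.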
Vif-A3F inh: qHTS for Inhibitors of Vif-A3F Interactions: qHTS; HeLa A3F-eYFP + Vif (tagged APOBEC3F with the HIV-1 protein that degrades it), YFP fluorescence increase; 390,000 tested, 0.2% active; AID 602313, 2012; Potency, µM (series often up to 46.1 µM), inactives show top-dose activity, negative = active; further: potency means the concentration at half of the fitted maximal effect; % of control where 0% means no effect; nearly all actives have a fitted effect of over 65% in size
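HeLa cells stably expressing Vif plus C-terminally eYFP-tagged A3F were seeded, incubated overnight at 37 deg C, dosed with compound, incubated overnight again at 37 deg C. Yellow fluorescence (Ex 488/Em 500-530) reported blocked Vif-mediated A3F-eYFP degradation.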
LDHA block: qHTS assay for inhibitors of human lactate dehydrogenase | L-lactate dehydrogenase A chain (Homo sapiens), P00338 | activity change, % (values are at about 110 or 230 µM) | 480,000 tested, 0.15% active | purified LDHA, NADH/diaphorase-resazurin fluorescence; stronger effect = lower value | AID 1347041, 2019; in the data active means activity change below about -30%; inconclusive means mostly about -25% to -30%;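 further: plate controls were DMSO wells for no effect and wells without enzyme for full effect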
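Human LDH5 (2 nM) was incubated with 0.06 mM NADH and 0.2 mM pyruvate for 5 min at room temperature in Tris pH 7.4. Remaining NADH was coupled through diaphorase/resazurin, and resorufin fluorescence was read at 0 and 20 min.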
D2 ag: HTS Assay for Allosteric Agonists of the Human D2 Dopamine Receptor: Primary Screen for Agonists; 340,000 tested, 0.53% active; AID 485358, 2010; HEK293 T-REx D2 cells, calcium flux agonist mode; D(2) dopamine receptor (Homo sapiens), P14416; activation, % at 2 µM;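 active means activation over 3 SD above normal in the single-dose calcium agonist read, cut at about 30% in these data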; further: 0% is about no effect
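Calcium-flux readout, 1 cycle/sec over 180 s following compound pin transfer, in inducible HEK293 Trex D2 cells (force-coupled); dopamine controls included. Positive calcium responses during this window marked compounds as potential agonists.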
* hit, by the source's call; i = inactive; u = inconclusive; x = not tested or not shown; [ ] = remark or other dose. Unless noted, the call rests on the fitted dose curve; in most records, active means well fitted curve in the direction sought with a large enough effect; inconclusive means small, poorly fitted or top-dose-only effect, or another doubt; inactive means no such curve, though single readings can be large; an effect the other way counts as inactive or inconclusive. This is a subset, so the mix of outcomes need not match the whole.

SMILES	Glioma ERSR ind	D2 antag	ALOX12 inh	Vif-A3G inh	RGS4 inh	ERG-DNA inh	Vif-A3F inh	LDHA block	D2 ag
Cc1cccn2cc(CNC(=O)CC3CCCC3)nc12	-1.2%	7.5	133.4%[activator]	2.2%	11.8%	2.9%	-9.5%	-5.3	-0.1
C/C(=N/OC(=O)c1cccc(Cl)c1)c1nccs1	-3.4%	-16.1	0.0%	-7.1%	-8.1%	-0.1%	-4.2%	0.0	2.3
CCN=C1S/C(=C\c2ccc(Sc3ccc(Cl)cc3)o2)C(=O)N1CC	-1.2%	20.3	184.0%[activator]	1.6%	-18.2%	-0.6%	7.4%	-0.3	-0.5
COc1ccc(OC)c(NC(=O)CSc2nnnn2-c2ccccc2F)c1	-5.0%	1.0	137.4%[activator]	-1.1%	-24.7%	-8.6%	-20.9%	-0.9	-0.4
COc1cccc(N(C(=O)CNC(=O)c2ccco2)C(C(=O)NC2CCCC2)c2cccnc2)c1 (configuration not stated)	-3.8%	-2.8	1.1%	0.2%	-30.0%	-16.2%	-6.4%	-4.1	-0.5
O=C1CN(c2nnnn2-c2ccccc2)CCN1	-3.8%	-3.6	12.6%	-3.3%	36.5%	4.2%	x	-3.1	0.4
CC(NC(=O)CN1C(=O)NC(C)(C2CC2)C1=O)c1ccc(F)cc1 (configuration not stated)	-3.5%	10.2	-2.8%	-4.2%	11.6%	13.9%	-14.7%	-4.2	0.6
O=C1OC(=O)c2cc([N+](=O)[O-])ccc21	-2.6%	11.6	-5.0%	-0.3%	-18.7%	14.4%	-1.9%	-5.4	0.1
C=CCNC(=O)c1onc(CSc2ccccn2)c1C(=O)NCC=C	-4.8%	4.5	-3.2%	1.1%	19.5%	-3.3%	4.6%	-5.1	0.5
O=S(=O)(Nc1nc2ccccc2nc1Nc1ccc2c(c1)OCCO2)c1cccs1	-0.1%	-4.1	-10.4%	-16.0%	-10.4%	-0.5%	11.2µM*	4.5	1.4
N=c1c2c(ncn1CCCO)Oc1cc(O)ccc1C2c1ccccc1 (configuration not stated)	-0.4%	x	-12.4%	-0.6%	-28.2%	-7.6%	3.1%	0.0	x
Cc1cc(C)nc(N2CCC(C(=O)NCc3cccs3)CC2)n1	-3.8%	-8.3	-3.4%	1.1%	15.9%	-2.2%	-2.2%	-12.6	31.4*
Cc1c(C(=O)OC(C)C)sc(N)c1C(=O)OC(C)C	3.5%	-4.6	-3.3%	-7.9%	-13.0%	6.0%	u	-2.3	-0.9
CC(=O)Nc1nc(C)c(Oc2ccc(Cl)cc2)c(=O)[nH]1	3.3%	-27.2	0.0%	0.1%	16.7%	2.6%	-4.3%	-0.9	0.5
COc1ccc(N2CC(C(=O)Nc3nnc(SCc4ccccn4)s3)CC2=O)cc1 (configuration not stated)	2.9%	x	-3.6%	0.9%	-2.4%	4.9%	-2.6%	-8.8	x
O=C(/C=C/c1cccc(Cl)c1)NCCc1ccccc1	5.5%	-2.7	-27.9%	-0.2%	3.1%	-0.8%	-0.4%	-3.5	0.7
COC(=O)c1c(NC(=O)C(=O)N2CCOCC2)sc2c1CCCC2	-3.9%	16.9	-15.9%	-1.4%	-6.9%	-6.0%	0.9%	2.8	-1.0
COc1ccccc1NC(=O)c1sc2ncn(Cc3ccccc3C)c(=O)c2c1C	2.3%	x	2.1%	2.2%	7.6%	x	-1.5%	-1.9	x
O=C(O)Cc1ccc(O)c(F)c1	0.0%	-12.5	8.6%	-3.5%	-5.1%	18.0%	2.7%	-7.2	-2.4
O=C(CSCc1ccccc1)NCCCN1CCOCC1	3.9%	-12.8	7.6%	-1.1%	25.1%	13.2%	1.3%	-4.4	-2.2
CC12CCCC(=O)C1CCC(=Cc1ccco1)C2=O (configuration not stated)	-0.5%	x	-17.3%	-0.3%	x	x	-0.1%	-8.8	x
Cc1ccc(S(=O)(=O)N2CCN(CC(=O)N/N=C/c3ccco3)CC2)cc1	-6.5%	-15.0	-6.2%	1.3%	7.2%	-4.8%	-8.8%	-2.8	1.0
CCOC(=O)c1cnc2ccc(C(=O)OC)cc2c1Nc1ccc(N2CCOCC2)cc1	-7.2%	x	-16.3%	-6.3%	-8.2%	u	7.4%	5.0	x
O=C1CC(Sc2cccs2)C(=O)N1c1ccccc1 (configuration not stated)	-6.8%	-8.4	-10.7%	-1.8%	-43.3%	7.8%	-1.5%	-0.2	-2.5
CC(CO)N1CCS(=O)(=O)CC1 (configuration not stated)	-5.4%	28.0	0.0%	0.1%	7.0%	10.5%	-0.6%	-1.4	0.5

2 entries from above, bar-delimited:
compound | Glioma ERSR ind | D2 antag | ALOX12 inh | Vif-A3G inh | RGS4 inh | ERG-DNA inh | Vif-A3F inh | LDHA block | D2 ag
COc1ccc(N2CC(C(=O)Nc3nnc(SCc4ccccn4)s3)CC2=O)cc1 (configuration not stated) | 2.9% | x | -3.6% | 0.9% | -2.4% | 4.9% | -2.6% | -8.8 | x
O=C(/C=C/c1cccc(Cl)c1)NCCc1ccccc1 | 5.5% | -2.7 | -27.9% | -0.2% | 3.1% | -0.8% | -0.4% | -3.5 | 0.7

Additional structures follow:
SMILES	Glioma ERSR ind	D2 antag	ALOX12 inh	Vif-A3G inh	RGS4 inh	ERG-DNA inh	Vif-A3F inh	LDHA block	D2 ag
O=C1c2ccccc2[C@@H]2C[C@@H](O)[C@H](Nc3ccccc3Cl)CCN12	-0.7%	x	-19.9%	-2.3%	-11.7%	5.1%	8.2%	1.4	x
Cc1nn(CCCC(=O)NCCc2ccccc2)c(=O)c2nccn12	2.1%	-4.2	12.6%	-0.1%	-13.4%	4.4%	-6.1%	-3.9	-0.5
COc1ccc(-c2nnc(SCC(=O)NC(C)C)n2CC2CCCO2)cc1OC (configuration not stated)	-1.7%	-8.1	0.0%[57.4 µM]	-1.0%	11.9%	-3.0%	1.6%	-9.0	-0.6
c1ccc(-c2ccncc2)nc1	-2.9%	6.1	6.3%	-0.6%	16.3%	-0.1%	0.1%	-9.3	1.1
C[C@H](O)C#Cc1cnc2c(c1)C(=O)N([C@H](C)CO)C[C@@H](C)[C@H](CN(C)C(=O)Nc1ccc(C(F)(F)F)cc1)O2	4.7%	x	-21.3%	0.6%	x	x	-14.5%	-2.3	x
CCc1ccccc1NC(=O)CSc1nc2c(c(=O)[nH]1)CN(Cc1ccccc1OC)CC2	-2.8%	x	2.6%	-11.0%	-9.4%	1.9%	1.0%	-3.9	-0.1
O=S(=O)([N-]c1nc2ccccc2nc1-n1cc[n+](Cc2ccccc2)c1)c1ccc(Br)cc1	1.1%	17.3	0.0%	-1.8%	1.3%	2.3%	u	-0.6	0.5
COc1ccc(NC(=O)CC23CC4CC(C2)CC(n2nnc(C)n2)(C4)C3)cc1	-5.8%	0.6	-11.5%	-6.0%	11.3%	20.4%	1.8%	0.9	-0.2
COc1ccc(C2(C)C(C#N)C(=O)NC(=O)C2C#N)cc1 (configuration not stated)	-2.1%	x	-14.9%	0.0%	12.3%	0.4%	4.3%	-4.6	x
Cc1ccc2c(c1)/C(=C/c1ccccc1C)C(=O)N2	-2.8%	-1.1	0.6%	-12.6%	26.7%	6.3%	u	-3.4	-1.1
Cc1cc(N)n(-c2nc3ccccc3s2)n1	1.5%	0.0	1.6%	-1.0%	-4.1%[56.9 µM]	-2.3%	1.8%	0.9	0.4
COc1cccc(/C=C/C(=O)Nc2cc(S(=O)(=O)N3CCOCC3)ccc2OC)c1	-3.6%	-11.3	-3.5%	-4.6%	-11.3%	2.5%	-14.8%	0.4	0.0
N#CC(c1ccccc1O)N1N=C(c2ccccc2)CC1c1ccccc1 (configuration not stated)	2.6%	-7.4	-5.5%	-5.0%	13.8%	-3.4%	6.2%	-13.8	0.0
Cc1ccc(C)c(NC(=O)CN(C)C(=O)c2ccc(-n3cncn3)c([N+](=O)[O-])c2)c1	-6.6%	14.2	-2.9%	-2.3%	0.4%	0.3%	2.8%	-1.2	-0.7
Cc1cccc(C(=O)NC(NCCc2ccccc2)C(Cl)(Cl)Cl)c1 (configuration not stated)	-7.4%	5.3	0.0%	2.5%	8.0%	-2.4%	2.4%	0.9	0.1
COc1ccc(CC(=O)OCC(=O)c2ccc(S(=O)(=O)N3CCCCC3)cc2)cc1	0.4%	-3.7	i	-14.8%	2.8%	6.6%	2.1%	-7.2	3.0
COC(=O)c1ccc(CSc2nc3c([nH]c4ccccc43)c(=O)n2-c2cccc(OC)c2)o1	-4.2%	x	u	-3.5%	-4.1%	10.1%	4.0%	1.2	0.0
O=C(CC1NCCNC1=O)Nc1cccc([N+](=O)[O-])c1 (configuration not stated)	6.0%	-1.4	23.8%	0.1%	8.6%	-11.2%	0.0%	-0.1	-0.1
